Assay outcomes deposited in PubChem BioAssay by Broad Institute.
miR122 inh: blocks miR-122 activity in Huh7 sensor cells; activation (reporter increase), % at 12.5 µM; AID 602342; Huh7 miR-122 Renilla luciferase sensor, 48 h; neutral wells = 0, positive control = 100; 0.3% of 340,000 active;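 active means mean replicate activation score at least 90 and every replicate individually at or above 90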;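 further: higher luciferase means less miR-122 activity so hits act as miR-122 inhibitors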
* = called active by the depositor.

CCOc1cc(/C=C/c2ccc3cccc([N+](=O)[O-])c3n2)cc(Cl)c1O
  miR122 inh = 113*
O=C(Nc1ccccc1N1CCCCC1)c1ccccc1F
  miR122 inh = -2
O=C(Nc1ccn(C2CC(OC(=O)c3ccccc3)C(CO)O2)c(=O)n1)c1ccccc1 (configuration not stated)
  miR122 inh = 3
CCOc1ccc(S(=O)(=O)Nc2nc3ccccc3nc2N2CCN(C)CC2)cc1
  miR122 inh = -1
O=C(c1ccc(S(=O)(=O)Nc2ccccc2)cc1)N1CCOCC1
  miR122 inh = 0
O=C(CCS(=O)(=O)Cc1ccccc1)Nc1nc2c(s1)CCCC2
  miR122 inh = 8
O=C(COC(=O)Cc1ccc(Br)cc1)NC12CC3CC(CC(C3)C1)C2
  miR122 inh = -8
O=C1c2ccccc2C(=O)c2c1ccc1c(=O)n(-c3ccccc3)[nH]c21
  miR122 inh = -1
CCOC(=O)c1cc(-c2ccc3c(c2)OCCO3)nc2c1c(C)nn2CCC#N
  miR122 inh = -3
O=C(OCC(=O)N1CCN(C(=O)c2ccco2)CC1)c1ccccc1OCc1ccc(Cl)cc1
  miR122 inh = -7
CN(C)S(=O)(=O)N1CCN(Cc2ccccc2)CC1
  miR122 inh = -3
NC(=O)C1(N2CCCCC2)CCN(Cc2nc3ccccc3c(=O)[nH]2)CC1
  miR122 inh = -1
COc1cc2cc(CN(CCCO)S(=O)(=O)c3ccccc3)c(=O)[nH]c2cc1OC
  miR122 inh = 11
Cn1cc(C(=O)c2ccc(Cl)cc2Cl)cc1C(=O)N/N=C(\N)COc1cccc(C(F)(F)F)c1
  miR122 inh = -2
CCCOc1ccccc1-c1nc(SCCC(=O)O)n[nH]1
  miR122 inh = 11
Cc1cccc(NC(=O)c2ccc(OCC(=O)NCc3ccccc3)cc2)c1C
  miR122 inh = -8
CCCSc1ncc(Cl)c(C(=O)Nc2ccc(S(=O)(=O)N3CC(C)OC(C)C3)cc2)n1 (configuration not stated)
  miR122 inh = 11
CC(O)COc1ccc(/C(=N/O)c2ccccc2)cc1 (configuration not stated)
  miR122 inh = -9
Cc1ccc(S(=O)(=O)C(F)(F)F)cc1NC(=O)c1cccnc1
  miR122 inh = 5
CCCCc1ccc(-c2ccc(Br)cc2O)nc1
  miR122 inh = -5
CC(C)(C)SCCNC(=O)c1ccc(NS(C)(=O)=O)cc1
  miR122 inh = 2
CCSc1nnc(Nc2ccc(C)cc2)s1
  miR122 inh = 4
COc1cccc(-c2sc3ccc(OC)cc3c2-c2ccc(OCCN3CCCC3)cc2)c1
  miR122 inh = 12
O=C(Nc1ccc(OC(F)(F)F)cc1)C1CCCN(S(=O)(=O)c2cccnc2)C1 (configuration not stated)
  miR122 inh = 4
CC1CCCN(C(=O)CSc2nnc(-c3c[nH]c4ccccc34)o2)C1 (configuration not stated)
  miR122 inh = -6

O=C(O)c1ccc(COc2ccc(CO)cc2Cl)cc1
  miR122 inh = 3
Cc1nc(N)sc1C(=O)Nc1ccccc1
  miR122 inh = 3
Cc1cccc(N(C)S(=O)(=O)c2cccc3nsnc23)c1
  miR122 inh = 0
Clc1ccc(C(c2ccccc2)N2CCNCC2)cc1 (configuration not stated)
  miR122 inh = -1
Cc1ccc(CN2C(=O)CCC2C(=O)NCCN(CC(C)C)CC(C)C)cc1 (configuration not stated)
  miR122 inh = -4
Cn1cccc1C1NC(=O)c2c(sc3c2CCC(C(C)(C)C)C3)N1 (configuration not stated)
  miR122 inh = -7
N=C1C(=O)OCC1c1ccccc1NC(=O)CN1CCOCC1 (configuration not stated)
  miR122 inh = 3
O=C(N1CCN(CCO)CC1)N1c2ccccc2C=Cc2ccccc21
  miR122 inh = 0
COc1ccc(NC(=O)COc2ccccc2)c(OC)c1
  miR122 inh = -3
O=C(O)C1CC=C(Cl)CC1C(=O)NCC1OCCc2ccccc21 (configuration not stated)
  miR122 inh = 22
COc1cccc(-n2nc3c(=S)[nH]nc(C)c3c2C)c1
  miR122 inh = -4
CN(Cc1nc2ccccc2n1C)S(=O)(=O)c1ccc(Cl)cc1
  miR122 inh = 2
CC(NC(=O)CC1Nc2ccccc2NC1=O)c1ccccc1 (configuration not stated)
  miR122 inh = 5
COc1ccc(C(C)=O)cc1CN1C(=O)NC2(CCCCC2)C1=O
  miR122 inh = -2
C=CCn1c(SCC(=O)Nc2ncc(Cc3cc(Cl)ccc3Cl)s2)nnc1-c1ccncc1
  miR122 inh = -16
Nc1nc(SCC(=O)NCCC(c2ccccc2)c2ccccc2)n[nH]1
  miR122 inh = 3
O=C(O)C1CC(=O)N(CCOc2ccccc2)C1 (configuration not stated)
  miR122 inh = -8
O=C1N/C(=C/c2cccn2-c2ccccc2)C(=O)N1Cc1ccc(F)cc1
  miR122 inh = 7
Cc1nc2nc(Cc3ccccc3)[nH]n2c(=O)c1Cl
  miR122 inh = 1
CN(C)C(=O)COn1c(SCC(=O)N(C)C)nc2ccccc2c1=O
  miR122 inh = -4
Clc1ccc(Oc2cnc3ccccc3n2)cc1
  miR122 inh = 3
[O-][n+]1onc2c3cc(-c4ccccc4)nnc3ccc21
  miR122 inh = -1
CC(C)(C)c1ccc(-c2nnc(SCCC#N)n2C2CCCC2)cc1
  miR122 inh = -8
Nc1ccc(N(c2ccccc2)c2ccc(N)cc2)cc1
  miR122 inh = -18
COc1nc(N)nc(N2CCOCC2)n1
  miR122 inh = -1

Cc1nnc(Nc2ccc3c(c2)OCO3)c2ccccc12
  miR122 inh = 6
Cc1scc(C(=O)N/N=C/c2ccco2)c1C
  miR122 inh = -3
O=C(c1ccc(COc2c(F)c(F)c(F)c(F)c2F)o1)N1CCN(Cc2ccc3c(c2)OCO3)CC1
  miR122 inh = -3
CN(C)c1ccc(CNC(=O)CCNS(=O)(=O)c2cc(Br)cnc2N)cc1
  miR122 inh = 8
CCCn1c(CCc2ccccc2)nnc1SCC(=O)N1CCCC1
  miR122 inh = -8
CC(=O)Nc1ccc(S(=O)(=O)N2CCSC2c2ccc(C)cc2)cc1 (configuration not stated)
  miR122 inh = 15
CCOC(=O)c1ccc(NC(=O)C(CC)CC)cc1
  miR122 inh = -5
Cc1ccc(NC(=O)c2cc(-c3ccc(C)o3)nc3ccccc23)cc1
  miR122 inh = -6
O=C(NC12CC3CC(CC(C3)C1)C2)N1CC2Cc3cccc(=O)n3C(C2)C1 (configuration not stated)
  miR122 inh = -4
CCCn1nc(CC(=O)OCC)c2ccccc2c1=O
  miR122 inh = -3
Cc1ccsc1C1C=C(c2cccc(Br)c2)Nc2ncnn21 (configuration not stated)
  miR122 inh = 3
O=C(Nc1ccccc1)N1CCn2c1nc1ccccc12
  miR122 inh = 3
CC(NC(=O)Cc1cccs1)c1ccncc1 (configuration not stated)
  miR122 inh = -1
Cc1ccc2cc(C(c3nnnn3C(C)(C)C)N3CCCCCC3)c(=O)[nH]c2c1 (configuration not stated)
  miR122 inh = 6
O=C(NCCCN1CCOCC1)C(Sc1ccccc1)c1ccccc1 (configuration not stated)
  miR122 inh = -4
CCOC(=O)c1c(C)[nH]c(C(=O)COc2ccc3c(c2)OCO3)c1C
  miR122 inh = -4
CCCc1n[nH]c2c1/C(=N\O)CCC2
  miR122 inh = -4
CCCOC(=O)c1ccc(NC(=O)/C=C/c2cccs2)cc1
  miR122 inh = 4
COc1ccc(/C=N/NC(=O)CCN2CCN(c3ccccc3)CC2)c(OC)c1OC
  miR122 inh = -7
Cc1ccc(-c2noc(CCC(=O)NC3CCCc4ccccc43)n2)cc1 (configuration not stated)
  miR122 inh = 13
COc1ccc(-c2cc(-c3ccc(Br)cc3)nc3ncnn23)cc1OC
  miR122 inh = -6
Cn1c(C(=O)NCc2ccco2)cc2c(=O)[nH]c3ccccc3c21
  miR122 inh = 5
Nc1ccc2c(c1)C(=O)N(CC1CCCO1)C2=O (configuration not stated)
  miR122 inh = -9
CCOC(=O)CSC1=C(C#N)C(=O)NC2(CCCCC2)S1
  miR122 inh = -9
Cn1c(=O)[nH]c(=O)c2c1nc(CN1CCN(c3ccc(F)cc3)CC1)n2CCCc1ccccc1
  miR122 inh = -4

CCOC(=O)Nc1ccc(S(=O)(=O)Nc2cc(C)nc(C)n2)cc1
  miR122 inh = 15
CC(C)NC(=O)c1ccccc1NC(=O)Cc1ccc(Cl)cc1
  miR122 inh = 1
O=C(c1ccc(Cl)c(Cl)c1)c1cc(-c2ccccn2)c(N2CCOCC2)s1
  miR122 inh = -2
Cc1ccc(C(=O)Oc2ccccc2N2C(=O)C3CCC(C)CC3C2=O)cc1 (configuration not stated)
  miR122 inh = 9
COc1ccc(NC(=O)C2(c3ccc(NC(=O)c4ccc(OC)c(OC)c4)cc3)CCCC2)cc1
  miR122 inh = -1
CCOC(=O)c1ccc(-n2ncc(C(=O)OCC)c2N)cc1
  miR122 inh = -2
Clc1ccc(-c2cnc(Oc3ccccc3)nc2)cc1
  miR122 inh = -6
Cn1c(CNc2nc3ccccc3n2C)nc2ccccc21
  miR122 inh = 6
CSc1sc(C(=O)O)c(C)c1C(C)=O
  miR122 inh = -6
COc1ccc(/C=C/C(=O)OCC(=O)N2CC(=O)Nc3ccccc32)cc1
  miR122 inh = -5
O=c1c2ccccc2nc(-c2ccco2)n1-c1nc2ccccc2s1
  miR122 inh = -3
Cc1cc(=O)n(C)c(=O)n1CCCCCN1CCCC1
  miR122 inh = 0
CCOC(=O)C1CCN(Cc2ccc(Cl)c(Cl)c2)CC1
  miR122 inh = -1
O=C(CCC(=O)OCC(=O)c1ccc(Br)cc1)Nc1cccc2cccnc12
  miR122 inh = 11
CCOC(=O)c1c(-c2cccs2)csc1NC(=O)CN(CC)CC
  miR122 inh = 4
Cc1onc(-c2ccccc2)c1C(=O)N1CCOCC1
  miR122 inh = -1
Cc1cccc(NC(=O)C2(c3ccccc3)CC2(Cl)Cl)c1 (configuration not stated)
  miR122 inh = 6
Cc1cccc(NC(=O)CSC(N)=O)c1C
  miR122 inh = -7
CC1CCN(S(=O)(=O)c2ccc3ccccc3c2)CC1
  miR122 inh = 21
CCc1cccc(C)c1NC(=O)C1CCCO1 (configuration not stated)
  miR122 inh = -2
CCOC(=O)Nc1ccc2c(c1)N(C(=O)N(C)C)c1ccccc1CC2
  miR122 inh = -8
CN(C)CCOc1ncnc2c1oc1ccccc12
  miR122 inh = 4
O=C(N1CCOCC1)N1CCN(S(=O)(=O)N2CCCCC2)CC1
  miR122 inh = 5
Nc1nnnn1/N=C/c1ccccc1OCc1ccccc1
  miR122 inh = -10
Cc1cc(C(=O)CC#N)c(C)n1CC(F)(F)F
  miR122 inh = 0

O=S(=O)(Cc1ccccc1Cl)CC(O)COc1ccccc1Cl (configuration not stated)
  miR122 inh = 1
Cc1ccccc1-n1nc(-c2ccc(N)cc2)cc1N
  miR122 inh = -1
O=C(NC1CCCC1)c1ncn[nH]1
  miR122 inh = -5
O=C(Nc1cccc(Cl)c1)N(Cc1nc2ccccc2c(=O)[nH]1)C1CCCC1
  miR122 inh = 13
O=C(Nc1nnc(-c2ccccc2)o1)c1ccc(Cl)cc1
  miR122 inh = 2
COC(=O)c1ccc(-n2cncn2)c(F)c1
  miR122 inh = -7
Cc1ccc(NC(=O)CSc2ncc(-c3ccccc3)n2C(=O)c2ccccc2)cc1
  miR122 inh = 4
O=c1c2ccccc2nc2c3ccccc3c3nncn3n12
  miR122 inh = 1
Cc1cc(Oc2ccccc2)nc(N2CCOCC2)n1
  miR122 inh = 1
CC(=O)c1cn(CC(=O)NCc2cccnc2)c2ccccc12
  miR122 inh = -2
COc1ccc(OCC(=O)OCC(=O)Nc2ccc(S(=O)(=O)N3CCCCC3)cc2)cc1
  miR122 inh = 1
Cc1cccc(-n2c(SCC(N)=O)nc3c(c2=O)C2(CCCC2)Cc2ccccc2-3)c1
  miR122 inh = 0
Cn1nnnc1SCc1cc(=O)[nH]c2ccccc12
  miR122 inh = -3
CCN(CC)CCNC(=O)CS(=O)Cc1nc(-c2ccc(Cl)cc2)oc1C (configuration not stated)
  miR122 inh = 18
O=S(=O)(Nc1ccc2c(c1)OCCO2)c1cccc2nsnc12
  miR122 inh = 22
O=C(c1ccco1)N1CCN(C(=O)C2CCCN(S(=O)(=O)Cc3ccccc3)C2)CC1 (configuration not stated)
  miR122 inh = -2
N#CCSc1nnc(Cc2ccc3c(c2)OCO3)o1
  miR122 inh = -4
CCOC(=O)C(C)On1c(-c2cccc(Cl)c2)nc2ccc([N+](=O)[O-])cc21 (configuration not stated)
  miR122 inh = 1
N#CCCn1c(C(C#N)(CCC#N)CCC#N)nc2ccccc21
  miR122 inh = -3
CCC(=O)c1ccc(N2CCN(C(=O)c3cc([N+](=O)[O-])ccc3N3CCN(C)CC3)CC2)c(F)c1
  miR122 inh = -12
Cc1ccc(C2CC(C(F)(F)F)n3nc(C(=O)NCc4c(C)nn(C)c4C)c(Cl)c3N2)cc1 (configuration not stated)
  miR122 inh = -7
COc1ccc(C(=O)Cn2c3ccccc3n3nc(CCC(=O)O)c(=O)nc23)cc1OC
  miR122 inh = 1
CC(=O)C1=C(O)C(=O)N(Cc2cccnc2)C1c1ccc(Cl)cc1 (configuration not stated)
  miR122 inh = -2
O=C(CN1C(=O)C2CC=CCC2C1=O)Nc1ccc(-c2nnc3n2CCCCC3)cc1 (configuration not stated)
  miR122 inh = -24
CCn1c(Cc2ccccc2)nnc1SCC(=O)c1cccc([N+](=O)[O-])c1
  miR122 inh = 2

COCCN(C(=O)Cc1cccs1)c1nnc(-c2ccncc2)s1
  miR122 inh = -12
Cc1cc(C)cc(-n2cnc3cc(C(=O)O)ccc32)c1
  miR122 inh = 5
Cc1nnc2ccc(N3CCCC3)nn12
  miR122 inh = 2
CCOc1ccccc1NC(=O)C1C2C=CC(O2)C1C(=O)O (configuration not stated)
  miR122 inh = -6
COc1ccc(OC)c(S(=O)(=O)N2CCN(C)CC2)c1
  miR122 inh = 2
CCn1c(C(O)c2ccc(C)cc2)nc2ccccc21 (configuration not stated)
  miR122 inh = -10
CCOC(=O)NC1(NC(C)C)Oc2ccccc2O1
  miR122 inh = -6

Not all compounds are listed; the hit share may differ from the screen's.
